UBC13 inh: UBC13 polyubiquitin chain formation inhibitors, primary screen, biochemical, TR-FRET, uHTS; Ubiquitin-conjugating enzyme E2 N (Homo sapiens), P61088; inhibition, % at 20 µM; actives 0.47% (n = 330,000); AID 485273, 2010; in the data active = inhibition above about 45%, passing the limit was not always enough
Target sequence (P61088 whole entry, looked up): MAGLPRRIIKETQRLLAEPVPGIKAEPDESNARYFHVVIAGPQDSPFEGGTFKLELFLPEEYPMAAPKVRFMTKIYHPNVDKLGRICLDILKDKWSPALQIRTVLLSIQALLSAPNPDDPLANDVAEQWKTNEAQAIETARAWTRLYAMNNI
CCR6 antagonist: CCR6 receptor antagonists, primary screen, cell-based, CHO-K1, luminescence, beta-arrestin, uHTS; C-C chemokine receptor type 6 (Homo sapiens), P51684; CHO-K1 CCR6 PathHunter beta-arrestin, CCL20-stimulated; inhibition, % at 20 µM; actives 0.49% (n = 340,000); AID 493098, 2011;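 active = compounds whose inhibition of the agonist-driven luminescence signal at 20 µM reaches about 50%, limit read from the data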;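 note: cells stimulated with CCL20 at 14 nM final; plate controls were DMSO with CCL20 for no effect and DMSO without agonist for full effect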
Target sequence (P51684 whole entry, looked up): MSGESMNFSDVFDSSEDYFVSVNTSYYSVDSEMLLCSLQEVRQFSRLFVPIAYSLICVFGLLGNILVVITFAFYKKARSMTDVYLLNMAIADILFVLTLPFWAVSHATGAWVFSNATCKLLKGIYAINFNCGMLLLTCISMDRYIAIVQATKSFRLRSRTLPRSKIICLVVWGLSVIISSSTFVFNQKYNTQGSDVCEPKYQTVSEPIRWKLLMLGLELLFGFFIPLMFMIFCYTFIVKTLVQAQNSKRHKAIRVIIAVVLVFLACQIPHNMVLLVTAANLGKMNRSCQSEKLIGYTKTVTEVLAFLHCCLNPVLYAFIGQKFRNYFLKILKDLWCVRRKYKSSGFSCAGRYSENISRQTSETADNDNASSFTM
Gli-Sufu block: Gli-Sufu pathway antagonists, primary screen, luciferase luminescence, Sufu-KO-LIGHT cells, uHTS; Sufu-KO-LIGHT fibroblasts, Gli luciferase reporter luminescence; inhibition, % at 5 µM; actives 0.74% (n = 340,000); AID 588413, 2011;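 active = inhibition above about 55%, limit read from the data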;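 note: 0% = DMSO-treated cells and 100% = wells with medium but no cells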
Apaf-1 inh: inhibitors of human Apaf-1 apoptosome, primary screen, biochemical, DEVD-Rh110 fluorescence, uHTS | Apoptotic protease-activating factor 1 (Homo sapiens), O14727 | reconstituted apoptosome caspase-3 activity | inhibition, % at 20 µM | actives 0.71% (n = 330,000) | AID 489030, 2010; active = inhibition of at least 40% at 20 µM;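 note: plate controls were DMSO wells for no effect and DEVD-CHO caspase inhibitor wells for full effect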
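Material: reconstituted apoptosome with Apaf-1, cytochrome c, caspase-9, procaspase-3, dATP; medium: pH 7.5 Hepes buffer with CHAPS, BSA, DTT; also added: cytochrome c and DEVD-Rh110 substrate; timing: 30 min plus 50 min, RT; signal: Rh110 fluorescence intensity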
Jurkat NFkB inh: inhibitors of induced NF-kB luciferase reporter, primary screen, TCR NF-kB activation inhibitor project, cell-based, luminescence, uHTS; actives 0.53% (n = 330,000); inhibition, % at 4 µM; Jurkat, PMA/ionomycin-induced NF-kB luciferase reporter
SENP8 inh: SENP8 protease inhibitors, primary screen, biochemical, luminescence; inhibition, % at 10 µM; actives 1.2% (n = 330,000); purified SENP8, Z-RLRGG-aminoluciferin cleavage; Sentrin-specific protease 8 (Homo sapiens), Q96LD8
Target sequence (Q96LD8 whole entry, looked up): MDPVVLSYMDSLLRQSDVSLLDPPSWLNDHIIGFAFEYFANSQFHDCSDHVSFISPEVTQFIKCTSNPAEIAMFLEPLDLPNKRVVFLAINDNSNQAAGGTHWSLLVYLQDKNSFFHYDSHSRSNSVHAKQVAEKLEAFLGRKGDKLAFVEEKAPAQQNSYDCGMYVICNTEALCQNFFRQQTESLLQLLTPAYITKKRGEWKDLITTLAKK
EBI2 antag: EBI2 receptor antagonists, beta-arrestin recruitment, primary screen, cell-based, luminescence, 7a,25-OHC stimulation, uHTS. actives 0.81% (n = 360,000). 7a,25-OHC stimulated. AID 651636, 2012. inhibition, % at 5 µM; in the data active = inhibition above about 38%;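 note: enzyme fragment complementation signal reports receptor beta-arrestin coupling in cells; 0% = agonist plus DMSO wells and 100% = wells without agonist; some results beyond the cut were filed as inactive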
697 NFkB inh: inhibitors of PMA/ionomycin-induced NF-kB reporter, 697 cells, primary screen, B-cell NF-kB inhibitor project, cell-based, luminescence, uHTS; 697 B-cell NF-kB luciferase reporter, 16 h; inhibition, % at 4 µM; actives 0.33% (n = 330,000); in the data active = inhibition above about 35%
Starred values were filed as active, the others as inactive; . = no result given. Cut-off read from the data, not from the text of the source, unless noted: active = inhibition above about 50%; inactive = the rest.

(1) COC(=O)N1c2ccccc2C=Cc2ccccc21
(2) O=C(CSc1nnc(-c2ccccc2)n1-c1ccc(Cl)cc1)N/N=C/c1ccccc1C(=O)O
(3) Cc1ccc(CS(=O)Cc2ccc(C(=O)NCc3ccccc3)o2)cc1 (stereo not given)
(4) CC(C)(C)C(=O)NC(=S)Nc1ccccc1C(=O)Nc1ccccc1
(5) C=C1C2(C(=O)Nc3nccs3)CCC(C2)C1(C)C (stereo not given)
(6) O=S(=O)(c1ccsc1)N1CC=C(c2ccccc2)CC1
compound no.,1,2,3,4,5,6
UBC13 inh,10,-14,11,12,1,3
CCR6 antagonist,16,6,14,17,11,12
Apaf-1 inh,-2,-1,-14,-16,-8,18
EBI2 antag,2,-4,-4,0,-15,8
SENP8 inh,-1,-1,-5,-2,-8,-3
Jurkat NFkB inh,11,-2,7,-4,16,1
697 NFkB inh,-1,16,-12,12,1,-7
Gli-Sufu block,19,2,-5,0,-13,-3

Structures above that contain nitrogen in an aromatic ring (two):
(2) O=C(CSc1nnc(-c2ccccc2)n1-c1ccc(Cl)cc1)N/N=C/c1ccccc1C(=O)O
(5) C=C1C2(C(=O)Nc3nccs3)CCC(C2)C1(C)C (stereo not given)
compound no.,2,5
UBC13 inh,-14,1
CCR6 antagonist,6,11
Apaf-1 inh,-1,-8
EBI2 antag,-4,-15
SENP8 inh,-1,-8
Jurkat NFkB inh,-2,16
697 NFkB inh,16,1
Gli-Sufu block,2,-13

(continued)
(7) CC(CN1C(C)CCCC1C)OC(=O)c1ccc(F)cc1 (stereo not given)
(8) CCOc1ccc(S(=O)(=O)N2CCC(C(=O)Nc3cc(S(C)(=O)=O)ccc3Cl)CC2)cc1
(9) COc1ccc(C(=O)Nc2ccnn2C2CCN(Cc3cnn(C)c3)CC2)cc1
(10) CC1CC(C)CN(C(=O)COC(=O)c2cccc([N+](=O)[O-])c2)C1 (stereo not given)
(11) CCN(C(=O)CSc1n[nH]c(-c2cccs2)n1)C1CCS(=O)(=O)C1 (stereo not given)
(12) Cc1ccc(/C=C/C(=O)c2nc3ccccc3[nH]2)cc1
compound no.,7,8,9,10,11,12
UBC13 inh,3,17,-7,-15,-1,-6
CCR6 antagonist,12,4,9,-2,-4,16
Apaf-1 inh,-7,38,4,-12,-14,11
EBI2 antag,-3,-11,11,-4,-13,15
SENP8 inh,1,-9,-6,3,0,-16
Jurkat NFkB inh,14,6,2,-5,-5,-7
697 NFkB inh,-3,-13,-12,13,17,-2
Gli-Sufu block,.,-24,-24,14,1,-2

Of the compounds above, these contain a halogen.
(2) O=C(CSc1nnc(-c2ccccc2)n1-c1ccc(Cl)cc1)N/N=C/c1ccccc1C(=O)O
(7) CC(CN1C(C)CCCC1C)OC(=O)c1ccc(F)cc1 (stereo not given)
(8) CCOc1ccc(S(=O)(=O)N2CCC(C(=O)Nc3cc(S(C)(=O)=O)ccc3Cl)CC2)cc1
compound no.,2,7,8
UBC13 inh,-14,3,17
CCR6 antagonist,6,12,4
Apaf-1 inh,-1,-7,38
EBI2 antag,-4,-3,-11
SENP8 inh,-1,1,-9
Jurkat NFkB inh,-2,14,6
697 NFkB inh,16,-3,-13
Gli-Sufu block,2,.,-24

(more compounds)
(13) CCOc1ccccc1N(C)S(=O)(=O)c1ccc2c(c1)CCN2C(=O)CCC(=O)O
(14) O=C(COC(=O)c1ccc2ncsc2c1)NCc1ccc(Cl)cc1
(15) O=C(NNc1ccccc1)/C(=C\c1cccnc1)NC(=O)c1ccccc1
(16) COc1cc2c(cc1OC)C(=O)CC(C)S2 (stereo not given)
(17) CN(C)C(CNC(=O)c1ccc2c(=O)n(-c3ccccc3F)c(=S)[nH]c2c1)Cc1ccccc1 (stereo not given)
(18) CCOC(=O)C1=C(C)NC(c2cccs2)C(=O)N1 (stereo not given)
compound no.,13,14,15,16,17,18
UBC13 inh,3,2,-9,8,16,2
CCR6 antagonist,-4,2,0,7,16,-6
Apaf-1 inh,1,14,-3,13,-8,-4
EBI2 antag,-14,-5,7,3,12,-6
SENP8 inh,6,-3,4,-1,6,-9
Jurkat NFkB inh,-5,0,9,0,-9,-9
697 NFkB inh,-3,-1,0,11,8,10
Gli-Sufu block,-3,-7,8,4,9,-2

(19) COc1ccc(C(C)=O)cc1CC(=O)NCCCn1ccnc1
(20) CC(=O)Nc1ccc(Oc2cc(N)cc([N+](=O)[O-])c2)cc1
(21) CCOC(=O)C1CCC(CN(Cc2ccccc2)S(=O)(=O)c2ccc([N+](=O)[O-])cc2)CC1 (stereo not given)
(22) COc1cccc(CC(=O)OC(C)C(=O)NCc2ccc3c(c2)OCO3)c1 (stereo not given)
(23) CCOc1ccc(NC(=S)N2CCN(CCN3C(=O)c4cccc5cccc(c45)C3=O)CC2)cc1
(24) CNC(=O)NC(=O)Cn1nc2n(c1=O)-c1ccccc1SC2
compound no.,19,20,21,22,23,24
UBC13 inh,5,1,12,1,28,4
CCR6 antagonist,14,12,-8,13,6,-9
Apaf-1 inh,3,-10,5,3,5,-5
EBI2 antag,-4,12,20,-3,44,2
SENP8 inh,-4,3,0,1,-4,-1
Jurkat NFkB inh,13,10,10,16,3,5
697 NFkB inh,4,-5,18,-13,-12,3
Gli-Sufu block,-8,-11,3,-9,25,-3

(25) COc1cccc2[nH]c3c(=O)[nH]cnc3c12
(26) COc1ccc(NC(=O)c2ccco2)cc1NC(=O)c1ccccc1[N+](=O)[O-]
(27) O=C(CSc1nc(COc2ccccc2)nc2ccccc12)NC1CCCC1
(28) O=C(CNC(=O)c1ccccc1F)N/N=C/c1cc(Br)ccc1OC(=O)/C=C/c1ccco1
(29) CCOc1ccc(NC(=O)C2CCCN(S(=O)(=O)c3c(C)nn(C)c3C)C2)cc1 (stereo not given)
(30) COc1cc(C2=CN(Cc3ccccc3)CCC2=O)cc(OC)c1OC
compound no.,25,26,27,28,29,30
UBC13 inh,6,-2,12,1,1,2
CCR6 antagonist,-1,7,9,12,11,2
Apaf-1 inh,2,-1,9,10,1,4
EBI2 antag,-5,-6,6,5,7,5
SENP8 inh,-2,5,-3,-6,-6,6
Jurkat NFkB inh,3,16,-6,10,-2,6
697 NFkB inh,17,9,9,20,10,10
Gli-Sufu block,9,4,6,-5,10,8

(31) O=C(CNCCC1=CCCCC1)Nc1ccccc1N1CCCCCC1
(32) CCN(CC)C(=O)CSc1nnc(-c2cccnc2)n1CCc1ccccc1
(33) Cc1cc(NS(=O)(=O)c2ccc(NC(=O)CN3C(=O)NC(C)(c4ccccc4)C3=O)cc2)nc(C)n1 (stereo not given)
(34) CC(NCc1ccc(S(N)(=O)=O)cc1)C(=O)Nc1ccc([N+](=O)[O-])cc1Cl (stereo not given)
(35) Cc1cccc(C)c1OCCSc1nc2ccccc2n1CC(=O)O
(36) Cc1ccc(S(=O)(=O)N2CCCCC2)cc1C(=O)N(C)CCOc1ccccc1
compound no.,31,32,33,34,35,36
UBC13 inh,11,-5,-1,-11,2,5
CCR6 antagonist,17,13,-8,5,16,7
Apaf-1 inh,12,-5,-2,4,0,30
EBI2 antag,-5,-3,-6,1,-6,-3
SENP8 inh,0,6,1,-5,-6,-6
Jurkat NFkB inh,6,-21,-8,-17,7,16
697 NFkB inh,10,6,6,3,-12,4
Gli-Sufu block,9,-7,-7,-10,-2,19

(37) CCN(CC)S(=O)(=O)c1cccc(-c2nn(-c3ccccc3)cc2/C=C(\C#N)C(=O)NCc2ccco2)c1
(38) CN(C(=O)C1CCC(=O)N(CCCN2CCCC2=O)C1)C(C1CC1)C1CC1 (stereo not given)
(39) Cc1ccc(NC(=O)CN2C(=O)COc3ccc(S(=O)(=O)N4CCCC4)cc32)cc1C
(40) CCN1CCN(CCc2nc3cc(NC(=O)COc4ccccc4)ccc3n2C)CC1
(41) C/C=C(\C)C(=O)NNC(=O)c1sc(-c2ccccc2)nc1C
(42) CC(CCCCCCCCC(=O)O)N(CCO)C(=O)OC(C)(C)C (stereo not given)
compound no.,37,38,39,40,41,42
UBC13 inh,-15,0,4,8,-4,-17
CCR6 antagonist,0,-1,18,-8,-2,1
Apaf-1 inh,16,-5,11,51*,-21,8
EBI2 antag,30,-13,-1,-1,-2,-8
SENP8 inh,7,4,-12,-5,-6,1
Jurkat NFkB inh,-11,8,3,6,-7,7
697 NFkB inh,-1,-1,-11,2,3,14
Gli-Sufu block,23,24,-8,-1,0,2

(43) CCCCOc1ccccc1C1NC(=O)CCC1[N+](=O)[O-] (stereo not given)
(44) Cc1noc(NC(=O)c2ccccc2Cl)c1C#N
(45) CCOC(=O)c1nn(-c2ccccc2)c(C#N)c1N
(46) CC(C)(C)c1ccc(C(=O)CSc2ncn[nH]2)cc1
(47) O=C(OCC(=O)N1CCc2ccccc21)c1ccc(Br)o1
(48) Cc1cccc(Nc2nc(NCC3CCCO3)nc(N)c2[N+](=O)[O-])c1 (stereo not given)
compound no.,43,44,45,46,47,48
UBC13 inh,12,4,8,5,3,-20
CCR6 antagonist,14,15,13,23,-1,15
Apaf-1 inh,-1,-15,-3,-12,7,1
EBI2 antag,3,-12,-1,-8,1,4
SENP8 inh,0,-6,8,0,-13,-16
Jurkat NFkB inh,-1,10,-6,-23,8,9
697 NFkB inh,-7,24,4,-12,16,-34
Gli-Sufu block,-30,3,20,-34,-5,-2

2 of these compounds, reformatted:
Below each SMILES – UBC13 inh | CCR6 antagonist | Apaf-1 inh | EBI2 antag | SENP8 inh | Jurkat NFkB inh | 697 NFkB inh | Gli-Sufu block
#35 Cc1cccc(C)c1OCCSc1nc2ccccc2n1CC(=O)O
→ 2 | 16 | 0 | -6 | -6 | 7 | -12 | -2
#36 Cc1ccc(S(=O)(=O)N2CCCCC2)cc1C(=O)N(C)CCOc1ccccc1
→ 5 | 7 | 30 | -3 | -6 | 16 | 4 | 19

The list continues.
(49) COc1ccccc1/C=N/NC(=O)Cn1cnc([N+](=O)[O-])n1
(50) COc1ccc(-c2cc(O)cc(O)c2)cc1
(51) Cc1c(C=O)c(C=O)c(C)n1Cc1ccccc1
(52) Cc1cc(C)nc(NC(=O)c2cccc(Br)c2)n1
(53) O=[N+]([O-])c1ncccc1OCc1ccc(-c2ccccc2)cc1
(54) CCCCCCCCC(=O)NC(NC(=S)N1CCOCC1)C(Cl)(Cl)Cl (stereo not given)
compound no.,49,50,51,52,53,54
UBC13 inh,-37,7,4,8,2,-3
CCR6 antagonist,-10,-1,1,7,-2,6
Apaf-1 inh,-7,-27,11,-15,16,24
EBI2 antag,-7,-4,-7,6,6,21
SENP8 inh,-8,36,-3,-5,-6,-5
Jurkat NFkB inh,-1,-123,19,2,-21,8
697 NFkB inh,1,-112,24,17,-7,-1
Gli-Sufu block,3,-17,17,-6,-13,2

(55) O=C(O)c1ccccn1
(56) CC(C)(C)C(=O)NC1CC2CCCC(C1)N2C(=O)Nc1ccc(Cl)cc1 (stereo not given)
(57) CC(C)(C)c1csc(N/N=C/c2cccnc2)n1
(58) O=C(Nc1cccc(-c2nc3ccccc3[nH]2)c1)c1ccc(C(=O)Nc2cccc(-c3nc4ccccc4[nH]3)c2)cc1
(59) Cc1ccc(C)c(N2CCN(C(=O)CCCOc3cc(=O)n(C)c4ccccc34)CC2)c1
(60) COC(=O)[C@]1(C)N[C@H](CN(C)C(=O)c2ccc(F)cc2)[C@@H]2C(=O)N(Cc3ccccc3)C(=O)[C@@H]21
(61) Cc1nc2ccccn2c1C(=O)CSc1ccccc1Cl
compound no.,55,56,57,58,59,60,61
UBC13 inh,-4,-1,-9,-10,5,4,0
CCR6 antagonist,-1,1,4,16,-4,-22,3
Apaf-1 inh,-12,-8,-10,-44,35,-2,16
EBI2 antag,1,-2,6,-8,4,0,10
SENP8 inh,4,-2,-2,-6,-3,8,-1
Jurkat NFkB inh,6,0,-67,-26,9,7,-4
697 NFkB inh,15,-1,-108,-26,-20,18,-31
Gli-Sufu block,9,-19,-35,-3,26,6,6

Source: PubChem

The list is partial (hit frequency here may not be typical).
